Assay outcomes deposited in PubChem BioAssay by National Center for Advancing Translational Sciences (NCATS).
GLA spleen mod: alpha-galactosidase A (human) modulation. 240,000 compounds, 0.008% hits. Potency, µM (doses to about 80 µM), for the others: at the top dose activity change, negative = inhibition, most hits filed as inhibitors. AID 2107. P06280. human spleen homogenate, 4MU-alpha-Gal fluorescence, 40 min;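 further: 0% = enzyme with vehicle and -100% = no enzyme basal signal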
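Spleen homogenate 1 ug + cpd (titration) + 4-MU-alpha-D-galactopyranoside 1 mM; 37C 40 min; 50 mM citrate/phosphate pH 5.0, 0.01% Tween-20; stop pH 10; fluorescence 365/440; AC50 via Hill.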
Tau fluor cs: counter-screen for tau fibril formation inhibitors. tau K18 P301L Alexa594 fluorescence, heparin fibrillization. 280,000 compounds, 0.93% hits. Potency, µM (highest dose often 57.7 µM), for the others: at the top dose activity change, negative = decrease; further: on the % scale 0 is the no-effect control and ±100 the full control effect; nearly all actives have a fitted effect of over 55% in size
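Human tau K18 P301L (15 uM unlabeled, 0.24 uM Alexa 594-labeled) in 100 mM sodium acetate pH 7 with 20 uM heparin, 6 hr at 37 C. ThT 30 uM added, 1 hr ambient; Alexa 594 FP and total fluorescence read at 555/632 nm.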
ALDH1A1 inh: blocks purified human ALDH1A1 activity; Purified ALDH1A1, NADH fluorescence, propionaldehyde substrate; Potency, µM (top dose mostly 75.3 µM), without a hit: top-dose activity, negative = inhibition, hits mostly inhibitors; 220,000 compounds, 7.3% hits; AID 1030; active means well fitted inhibition curve with a large enough effect, not every such curve was filed as active; inconclusive means small, poorly fitted or top-dose-only effect, or another doubt; inactive means no such curve, though single readings can be large or run the other way;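 further: plate controls were no enzyme wells and a reference inhibitor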
Target sequence (P00352 whole entry, looked up): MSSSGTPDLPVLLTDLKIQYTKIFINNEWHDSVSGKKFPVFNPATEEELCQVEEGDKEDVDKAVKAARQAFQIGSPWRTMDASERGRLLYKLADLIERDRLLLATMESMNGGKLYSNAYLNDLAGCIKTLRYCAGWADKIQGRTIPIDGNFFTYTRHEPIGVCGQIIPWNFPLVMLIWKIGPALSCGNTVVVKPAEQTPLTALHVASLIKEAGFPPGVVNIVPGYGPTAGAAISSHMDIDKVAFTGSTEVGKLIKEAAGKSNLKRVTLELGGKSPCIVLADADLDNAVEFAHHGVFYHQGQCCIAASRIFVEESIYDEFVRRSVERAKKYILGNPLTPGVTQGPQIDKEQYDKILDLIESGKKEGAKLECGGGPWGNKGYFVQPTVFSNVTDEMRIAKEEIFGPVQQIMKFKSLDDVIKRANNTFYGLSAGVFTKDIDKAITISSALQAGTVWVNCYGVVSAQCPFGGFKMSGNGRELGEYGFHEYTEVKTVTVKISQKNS
GAA glycogen: inhibitors or activators of human alpha-glucosidase glycogen cleavage. recombinant GAA, glycogen substrate, Amplex Red glucose oxidase fluorescence. Potency, µM (top dose mostly 76.4 µM), without a hit: top-dose activity change, negative = inhibition, usual class: inhibitors. 300,000 compounds, 0.38% hits;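 further: 0% = full enzyme reaction and -100% = no-enzyme basal signal; the screen sought inhibitors and activators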
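Natural-substrate format: glycogen cleavage by 4 nM human enzyme, glucose read by Amplex Red coupling (Ex 573, Em 610 nm). Normalized to enzyme and no-enzyme controls.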
NPSR antagonist: blocks cAMP signaling of the human neuropeptide S receptor | Q6W5P4 | 220,000 compounds, 1% hits | Potency, µM (highest dose often 38.3 µM), without a hit: at the highest dose activity change, negative = inhibition, most hits filed as inhibitors | CHO-NPSR cells, cAMP TR-FRET, antagonist mode; further: on the % scale 0 is the no-effect control and ±100 the full control effect; nearly all actives have a fitted effect of over 50% in size; many of its hits are not listed in these tables
Target sequence (Q6W5P4 whole entry, looked up): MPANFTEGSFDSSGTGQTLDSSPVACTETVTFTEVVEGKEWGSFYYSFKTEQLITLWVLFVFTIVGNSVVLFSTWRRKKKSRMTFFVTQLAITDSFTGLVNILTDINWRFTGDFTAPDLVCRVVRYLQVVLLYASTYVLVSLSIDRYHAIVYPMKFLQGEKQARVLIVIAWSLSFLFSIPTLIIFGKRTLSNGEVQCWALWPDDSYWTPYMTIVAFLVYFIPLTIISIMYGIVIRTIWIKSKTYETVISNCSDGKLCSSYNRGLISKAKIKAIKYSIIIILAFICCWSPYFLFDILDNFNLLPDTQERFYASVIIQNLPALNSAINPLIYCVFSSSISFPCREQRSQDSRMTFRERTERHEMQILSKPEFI
aGlu spleen mod: inhibitors or activators of human alpha-glucosidase in spleen homogenate; Potency, µM (highest dose often 79.9 µM), for the others: top-dose activity change, negative = inhibition, actives largely listed as inhibitors; 240,000 compounds, 0.006% hits; AID 2112; P10253; human spleen homogenate, 4-MU-alpha-glucoside fluorescence;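 further: 0% = enzyme with vehicle and -100% = no enzyme basal signal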
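Human spleen homogenate (1 ug) incubated with compounds and 1 mM 4-methylumbelliferyl-alpha-D-glucopyranoside in pH 5.0 citrate/phosphate buffer, 37 C, 40 min. Stopped at pH 10; 4-MU fluorescence (Ex 365/Em 440 nm); AC50 by Hill fit.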
Epigenetic reg: derepresses silenced GFP reporter in murine cells; murine LDR cells, GFP reporter derepression, 30 h; Potency, µM (doses to about 53.9 µM), inactives show at the top dose GFP activation, hits mostly activators; 280,000 compounds, 0.2% hits; AID 1865; further: % of control where 0% means no effect; nearly all actives have a fitted effect of over 60% in size
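Readout is the number of GFP-expressing murine LDR cells, counted by cytometry following washing. Cells were treated with compound for 30 h at 37 C; the stably integrated CMV-GFP locus is normally silent.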
GAA inhib: blocks human lysosomal alpha-glucosidase | 200,000 compounds, 0.005% hits | AID 1466 | Potency, µM (doses to about 76.9 µM), for inactives: top-dose activity change, negative = inhibition, actives largely listed as inhibitors | purified human GAA, 4-MU-alpha-glucoside fluorescence | P10253;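 further: plate controls were uninhibited enzyme wells for no effect and no-enzyme background for full effect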
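Compounds are titrated up to 77 uM against 4 nM human enzyme. Substrate 4-methylumbelliferyl-alpha-D-pyranoside (400 uM) reacts 20 min at room temperature in pH 5.0 buffer; liberated 4-methylumbelliferone is read at 440 nm.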
* marks the source's active call; other numbers are inactive results; ? = inconclusive; · = no result given; [ ] = dose if it differs, or a comment. Unless noted, the call rests on the fitted dose curve; in most records, active means well fitted curve in the direction sought with a large enough effect; inconclusive means small, poorly fitted or top-dose-only effect, or another doubt; inactive means no such curve, though single readings can be large; an effect the other way counts as inactive or inconclusive. Potency means the concentration at half of the fitted maximal effect. A portion of the library; rates above refer to the full screens.

SMILES | GLA spleen mod | Tau fluor cs | ALDH1A1 inh | GAA glycogen | NPSR antagonist | aGlu spleen mod | Epigenetic reg | GAA inhib
Cc1ccc(C(O)CN2C3=NCCCN3c3ccccc32)cc1 (configuration not stated) | -12% | 5% | 3% | 5% | 1%[46.1 µM] | -19% | 3.5% | 8%
Cn1c(CCNC(=O)c2ccccc2Cl)n[nH]c1=S | -3% | 10% | -5% | 0% | -12%[46.1 µM] | -5% | 0.0% | -2%
Cc1ccc(C(=O)NC(C)(COc2nonc2C)COc2nonc2C)cc1 | 1% | -9% | 2% | -6% | -13%[46.1 µM] | -3% | 2.0% | -9%
C=CCNC(=S)N1CCC(C(N)=O)CC1 | -6% | -14% | 10% | 2% | 20% | -1% | 0.9% | 2%
CN(C)c1nc(N)nc(CSc2nnnn2-c2cccc3ccccc23)n1 | ? | -1% | 7.9µM* | 7% | -14%[46.1 µM] | -4% | 2.4% | -2%
CC(=O)c1nnn(-c2c(F)cccc2F)c1C | -5% | -12% | 7% | 1% | -16% | 0% | 4.8% | 7%
COc1ccc(-n2c3c(cc(C(=O)NC4CCSC4=O)c2=O)C(=O)CC(C)(C)C3)cc1 (configuration not stated) | 4% | 2% | ? | 8% | -17%[46.1 µM] | 0% | -0.2% | -5%
COc1cccc(NC(=S)N2CCCC2)c1 | 5% | -1% | 12% | -8% | 11% | 3% | 0.0% | -2%
Oc1ccc(CNc2ccccc2F)c2cccnc12 | 3% | -19% | 8.9µM* | -4% | -20%[46.1 µM] | -1% | 12% | -2%
O=S(=O)(CCN1CCN(C(c2ccccc2)c2ccccc2)CC1)C(F)(F)F | 10% | -14% | 0.35µM* | 2% | ? | -2% | 8.6% | -14%

Overlap with the part before: two entries, followed by the next part.
SMILES | GLA spleen mod | Tau fluor cs | ALDH1A1 inh | GAA glycogen | NPSR antagonist | aGlu spleen mod | Epigenetic reg | GAA inhib
Oc1ccc(CNc2ccccc2F)c2cccnc12 | 3% | -19% | 8.9µM* | -4% | -20%[46.1 µM] | -1% | 12% | -2%
O=S(=O)(CCN1CCN(C(c2ccccc2)c2ccccc2)CC1)C(F)(F)F | 10% | -14% | 0.35µM* | 2% | ? | -2% | 8.6% | -14%
CCOC(=O)c1sc2nccc(N(C)C)c2c1N=CN(C)C | 17% | -1% | -12% | 2% | -14%[46.1 µM] | -1% | 1.0% | 15%
COc1ccc(N2C(=O)CCC(C(=O)N(C)CCc3ccccn3)C2c2ccc(OC)c(OC)c2)cc1 (configuration not stated) | -4% | -1% | 2% | ? | 26% | 5% | 1.2% | 3%
COc1cc(NC2c3ncccc3C(=O)N2Cc2ccco2)cc(OC)c1OC (configuration not stated) | 3% | -17% | -8% | -15% | 8% | -2% | -0.1% | -4%
CCOC(=O)c1c(C)[nH]c(C(=O)Cn2nnc(-c3ccc(Cl)cc3)n2)c1C | 2% | -16% | 11% | -6% | 7%[46.1 µM] | 4% | -2.8% | -5%
COC(=O)c1ccc(C(=O)OC)c(NC(=O)CCc2ccc(C)o2)c1 | -2% | -3% | ? | -4% | -14%[46.1 µM] | 2% | 1.1% | 0%
CCOC(=O)CC(=O)CSc1nc(C)nc2c1oc1ccccc12 | 16% | -26% | ? | -3% | -1%[46.1 µM] | 3% | 0.0% | 6%
COc1ccccc1-c1nc(N)n[nH]1 | -6% | 2% | ? | -3% | -15% | 3% | 0.0% | ?
Cc1ccsc1C(=O)NNC(=O)C1CCCCC1C(=O)O (configuration not stated) | 1% | -3% | 22µM* | 1% | 6%[46.1 µM] | -4% | 3.5% | 4%
CCc1cccc2c(C(=S)N3CCCC3)c[nH]c12 | 8% | 6% | -9% | 0% | -8% | 1% | 0.0% | 9%
CC1CCC/C(=C\Nc2ccc3c(c2)OCO3)C1=O (configuration not stated) | -10% | -26% | 13µM* | -9% | -9%[46.1 µM] | 0% | -1.7% | -4%

9 consecutive entries from above, for reference:
SMILES | GLA spleen mod | Tau fluor cs | ALDH1A1 inh | GAA glycogen | NPSR antagonist | aGlu spleen mod | Epigenetic reg | GAA inhib
Cc1ccc(C(O)CN2C3=NCCCN3c3ccccc32)cc1 (configuration not stated) | -12% | 5% | 3% | 5% | 1%[46.1 µM] | -19% | 3.5% | 8%
Cn1c(CCNC(=O)c2ccccc2Cl)n[nH]c1=S | -3% | 10% | -5% | 0% | -12%[46.1 µM] | -5% | 0.0% | -2%
Cc1ccc(C(=O)NC(C)(COc2nonc2C)COc2nonc2C)cc1 | 1% | -9% | 2% | -6% | -13%[46.1 µM] | -3% | 2.0% | -9%
C=CCNC(=S)N1CCC(C(N)=O)CC1 | -6% | -14% | 10% | 2% | 20% | -1% | 0.9% | 2%
CN(C)c1nc(N)nc(CSc2nnnn2-c2cccc3ccccc23)n1 | ? | -1% | 7.9µM* | 7% | -14%[46.1 µM] | -4% | 2.4% | -2%
CC(=O)c1nnn(-c2c(F)cccc2F)c1C | -5% | -12% | 7% | 1% | -16% | 0% | 4.8% | 7%
COc1ccc(-n2c3c(cc(C(=O)NC4CCSC4=O)c2=O)C(=O)CC(C)(C)C3)cc1 (configuration not stated) | 4% | 2% | ? | 8% | -17%[46.1 µM] | 0% | -0.2% | -5%
COc1cccc(NC(=S)N2CCCC2)c1 | 5% | -1% | 12% | -8% | 11% | 3% | 0.0% | -2%
Oc1ccc(CNc2ccccc2F)c2cccnc12 | 3% | -19% | 8.9µM* | -4% | -20%[46.1 µM] | -1% | 12% | -2%

The listing continues.
SMILES | GLA spleen mod | Tau fluor cs | ALDH1A1 inh | GAA glycogen | NPSR antagonist | aGlu spleen mod | Epigenetic reg | GAA inhib
CCN(CC)c1ccc(C=NCCc2ccc(S(N)(=O)=O)cc2)cc1 | -2% | 2% | 0.13µM* | 21% | -3% | 1% | -4.2% | -11%
O=C(N/N=C/c1ccc(OC(F)F)cc1)C1=COCCO1 | 2% | 6% | -1% | -4% | -1% | 6% | 0.0% | 0%
CC(Oc1ccccc1)C(=O)NC1=NCCS1 (configuration not stated) | 3% | 5% | -2% | -8% | 15% | -5% | 1.2% | 4%
CCCNC(=S)NC1CC2CCCC(C1)N2CC(C)C (configuration not stated) | 2% | 1% | ? | -3% | 12%[46.1 µM] | 14% | -3.4% | 3%
COc1cccc(-c2coc3ccc(Br)cc3c2=O)c1 | 13% | -4% | 7% | · | · | -2% | -1.1% | ·
O=C(NC1CC1)c1ccc2snnc2c1 | 2% | -2% | 12% | 6% | 8% | 0% | 3.8% | 6%
Cc1nc2ccccc2n2c(O)c(CC(=O)O)cc12 | 4% | -11% | ? | -16% | -29%[46.1 µM] | -4% | -2.0% | 3%
CCCC(=O)c1ccc(N2CCN(C(=O)OCC)CC2)c(F)c1 | 6% | -10% | -6% | -12% | -14%[46.1 µM] | 0% | 0.0% | -10%
Cc1ccc(C(C(=O)NC2CCCC2)N(Cc2cccs2)C(=O)CNC(=O)c2cccs2)o1 (configuration not stated) | 6% | -6% | ? | -4% | -27%[46.1 µM] | -2% | 9.3% | -6%
Cc1ccc(CN2CCN(CCC(C)C)C(CCO)C2)s1 (configuration not stated) | 2% | -4% | 2% | -9% | -6% | -15% | 1.1% | 0%
C/C(=C\C(=O)c1ccc(Cl)s1)N(C)C | 2% | -5% | ? | 10% | 5% | 3% | 0.0% | -6%
O=C(Nc1ccc(Cl)cc1)[C@@H]1[C@@H]2C(=O)N(c3ccc4ccccc4c3)C(=O)[C@@H]2[C@H]2C=CC=NN21 | -2% | -23% | ? | -7% | -22%[46.1 µM] | 3% | 5.7% | 0%
COc1cccc(Cn2cccc(NC(=O)NC3CCCCC3)c2=O)c1 | 7% | -10% | ? | 0% | -24%[46.1 µM] | 0% | -1.0% | 4%
CC(=O)N1CCc2cc(C(=O)CN3CCN(c4ccccn4)CC3)ccc21 | -16% | -18% | · | 3% | 19% | -1% | -4.2% | ·
NS(=O)(=O)c1ccc(NC(=O)C2C3C=CC(C3)C2C(=O)O)cc1 (configuration not stated) | 3% | 9% | ? | 2% | -11% | 4% | 0.0% | ?
CCOc1ccc(NC(=O)CN2C(=O)C3CCCN3C2=O)cc1 (configuration not stated) | -11% | 13% | -8% | 10% | -1%[46.1 µM] | -13% | -0.8% | 3%
Cc1nn(CCC#N)c(NC(=O)c2ccc(Cl)cc2)c1P(=O)(Nc1ccc([N+](=O)[O-])cc1)N1CCOCC1 (configuration not stated) | -21% | -9% | -1% | 2% | -1%[46.1 µM] | -11% | -3.9% | ?
O=C(COc1cc(Cl)c(Cl)cc1Cl)Nn1cnnc1 | 0% | 5% | 6% | -9% | 1%[46.1 µM] | -3% | -2.1% | -3%
COc1ccc(-c2noc(CSc3nc(N)c(-c4ccccc4)c(=O)[nH]3)n2)cc1OC | 2% | 3% | ? | -2% | 4%[46.1 µM] | 4% | 0.0% | 6%
CCC(=O)Nc1ccc(/C(C)=N/NC(=O)c2c(Br)c(C)nn2C)cc1 | 3% | -23% | -4% | -2% | 4% | 1% | 0.0% | 3%
CC(NC(=O)OC(C)(C)C)C(=O)NC(CCC(=O)OCc1ccccc1)C(N)=O (configuration not stated) | -6% | -2% | 1% | -8% | 12% | -1% | 3.2% | -5%
Cc1ccc(NC(=O)COC(=O)CCC(=O)c2ccc(Cl)cc2)cc1S(=O)(=O)N(C)C | 7% | ? | -17% | -11% | 0%[46.1 µM] | 7% | -0.9% | -2%
Cn1c2ccccc2c(=O)n2c(=O)c3ccccc3cc12 | 23% | -5% | 11% | ? | -8%[46.1 µM] | 6% | -1.9% | -6%
COc1ccc(CCNS(=O)(=O)c2ccc3c(c2)oc(=O)n3C)cc1OC | 6% | 6% | 1% | 2% | 10%[46.1 µM] | 3% | -1.0% | -4%
COc1ccccc1C1CC(c2ccco2)=NN1S(C)(=O)=O (configuration not stated) | -4% | 5% | ? | 11% | -9% | 1% | 5.7% | 13%
O=C(Nc1cccc(C(F)(F)F)c1)c1cnccn1 | -4% | -1% | 4% | 2% | 6% | 0% | 0.9% | -6%
COc1cc(CCCN2C(N)=NC[C@@H]2Cc2ccc(O)cc2)cc(OC)c1OC | 0% | 17% | · | 3% | 8% | 1% | 0.6% | ·
COC(=O)[C@@]1(Cc2ccc(OC)cc2)[C@H]2c3cc(C(=O)N4CCCC4)n(Cc4ccc(C(F)(F)F)nc4)c3C[C@H]2CN1C(=O)c1ccccc1 | -2% | -10% | 7% | · | · | 3% | -0.4% | ·
CCOC(=O)c1cnc(SCC(=O)c2ccccc2)nc1N | 4% | -10% | -31% | 6% | -3%[46.1 µM] | 10% | -7.6% | -4%
